RAD54 inh: inhibitors of human RAD54 branch migration; Q92698; inhibition, % at 10.4 µM; 360,000 compounds, 0.14% hits; RAD54 Holliday junction branch migration, FAM/BHQ fluorescence;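 active means mean normalized replicate activity at least 40 and at least half of replicates scoring 40 or more; inconclusive means only one of the two criteria met; inactive means mean below 40 and under half of replicates reaching 40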;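 further: 0% = median of neutral control wells and 100% = median of positive control wells; inhibitors cause a drop in the FAM fluorescence signal; in these data hits start at about 50%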
E-sel inducer: induces E-selectin expression in human endothelial cells; P16581; HUVEC E-selectin immunofluorescence imaging; normalized: neutral wells 0, TNF-alpha wells 100; activation, % at 7.58 µM; 260,000 compounds, 0.37% hits; AID 686992;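 active means mean E-selectin-positive cell signal at least 10% of the positive control, reached in at least 60% of replicates, without over 20% cell loss; inconclusive means no rule given, readout overlaps actives, possibly toxicity-flagged; inactive means the rest, including those meeting only one limit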;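 further: in these data hits start at about 27%; measured in HUVEC primary endothelial cells; signal is the percent of cells scored E-selectin positive by PE staining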
Target sequence (P16581 whole entry, looked up): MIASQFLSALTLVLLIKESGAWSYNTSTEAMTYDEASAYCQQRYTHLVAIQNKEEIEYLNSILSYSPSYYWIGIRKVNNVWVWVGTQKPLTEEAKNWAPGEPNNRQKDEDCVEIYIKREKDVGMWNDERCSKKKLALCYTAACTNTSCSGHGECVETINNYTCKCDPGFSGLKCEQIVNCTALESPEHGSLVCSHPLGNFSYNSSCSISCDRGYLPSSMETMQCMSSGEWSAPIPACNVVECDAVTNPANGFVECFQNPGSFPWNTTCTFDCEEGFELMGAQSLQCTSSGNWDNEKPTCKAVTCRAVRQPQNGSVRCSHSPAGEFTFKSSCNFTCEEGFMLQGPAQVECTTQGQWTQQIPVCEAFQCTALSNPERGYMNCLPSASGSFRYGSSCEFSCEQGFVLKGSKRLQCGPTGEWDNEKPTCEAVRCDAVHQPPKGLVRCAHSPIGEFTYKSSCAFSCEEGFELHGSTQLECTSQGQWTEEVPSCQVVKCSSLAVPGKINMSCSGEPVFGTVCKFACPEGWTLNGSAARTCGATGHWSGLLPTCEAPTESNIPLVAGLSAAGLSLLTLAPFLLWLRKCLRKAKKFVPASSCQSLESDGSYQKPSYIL
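System: HUVEC, human umbilical vein endothelial cells; quantity: 3,000 cells/well; buffer or medium: EGM-2 medium, gelatin-coated wells; dosing: single-point compound dose; detection: immunofluorescence imaging; evaluation: % PE-positive cells; benchmarks: TNF-alpha, DMSO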
DENV2 CPE: inhibitors of DENV2 cytopathic effect; 350,000 compounds, 1.7% hits; CPE inhibition, % at 9.99 µM; AID 651640; DENV2-infected cells, cytopathic effect rescue, plate reader; in the data active means CPE inhibition above about 20%, passing the limit was not always enough; inconclusive means no clear call, values can overlap the other calls; tested in BHK-21 cells;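 further: 0% = median of neutral control wells and 100% = median of positive control wells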
CFTR F508del cor: CFTR F508del correction in bronchial cells; CFBE cells, YFP halide quenching; stimulated with forskolin plus potentiator P3; % fluorescence drop versus neutral controls; activity (quench increase), % at 7.58 µM; 350,000 compounds, 0.36% hits; AID 720511;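 active means mean added fluorescence quench of at least 8% versus neutral control, with both replicates also reaching 8%; inconclusive means only one of the mean or replicate conditions met; inactive means mean below 8% and not both replicates reaching 8%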;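 further: cells transiently co-express mutant CFTR-F508del with the halide-sensitive YFP; corrector assay measuring rescue of mutant channel to the surface after 24 h compound exposure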
XiGFP reactiv: reactivates the inactive X chromosome in mouse fibroblasts; XiGFP mouse fibroblasts, % GFP-positive cells imaging, 3 d; cells co-treated with 5-aza-dC sensitizer; scaled so ellipticine positive control = 100%; activation, % at 7.58 µM; 360,000 compounds, 0.055% hits; AID 743238;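 active means mean normalized replicate activation at least 10% and every replicate at or above 10%; inconclusive means only one of the two criteria met; inactive means mean below 10% and not all replicates reach 10%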;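 further: 0% = median of on-plate neutral control wells and 100% = ellipticine 6 µM median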
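System: 68-5-11 XiGFP fibroblast line; Timing: 3 days compound exposure; Compound dosing: one concentration, pinned; Benchmarks: positive control ellipticine, 6 µM final; Buffer or medium: DMEM containing 5-aza-dC.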
Casp6 inh: caspase-6 (human) enzyme inhibition. inhibition, % at 12.5 µM. purified caspase-6, Z-VEID-R110 cleavage fluorescence. AID 686996. 350,000 compounds, 0.53% hits;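 active means mean inhibition across replicates at least about 35%, with every replicate also reaching that limit, limit read from the data; inconclusive means only one of the two criteria met; inactive means neither criterion met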;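 further: 0% = median of neutral control wells and 100% = no fluorescence left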
Target sequence (P55212 24-179 limits assumed): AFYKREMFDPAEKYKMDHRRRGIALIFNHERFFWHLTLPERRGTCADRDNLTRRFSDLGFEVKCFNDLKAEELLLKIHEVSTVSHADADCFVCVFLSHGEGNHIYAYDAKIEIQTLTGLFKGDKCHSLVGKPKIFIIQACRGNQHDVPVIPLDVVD
Target sequence (P55212 194-293 limits assumed): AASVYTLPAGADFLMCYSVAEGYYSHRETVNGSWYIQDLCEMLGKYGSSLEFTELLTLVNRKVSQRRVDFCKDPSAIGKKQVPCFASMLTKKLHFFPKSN
INS-1E GSIS act: GLuc luminescence reporter in INS-1E cells, primary screen for activators of glucose-dependent secretion of insulin; INS-1E GLuc reporter insulin secretion, 2-3 h; activation, % at 16.6 µM; 370,000 compounds, 0.61% hits;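 active means lowest replicate activation of at least 40%, so every replicate reaches that level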;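 further: 0% = median of neutral control wells and 100% = median of IBMX positive control wells; some compounds called inactive have numbers as strong as hits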
RAD52 anneal inh: RAD52 (human) annealing inhibition; P43351; recombinant RAD52 DNA annealing, FRET fluorescence; inhibition, % at 18.7 µM; 360,000 compounds, 0.46% hits;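 active means every replicate showing at least 50% inhibition; inconclusive means mean inhibition at least 50% but not in every replicate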
Active calls of the source: *; ? = inconclusive; nt = not tested or not shown.

compound | RAD54 inh | E-sel inducer | DENV2 CPE | CFTR F508del cor | XiGFP reactiv | Casp6 inh | INS-1E GSIS act | RAD52 anneal inh
O=c1c(-c2ccc([N+](=O)[O-])cc2)coc2c(O)c(O)ccc12 | nt | 1.9 | -4 | -1.6 | 0.7 | 31 | 4 | -10
O=C1CN(S(=O)(=O)c2cccc(F)c2)C[C@H]2[C@H](c3ccc(C4=CCCC4)cc3)[C@@H](CO)N12 | nt | 0.0 | -3 | 0.6 | 0.0 | -1 | 2 | -14
COc1ccc(NC(=O)N(C)C[C@H]2Oc3c(NC(=O)Nc4ccc(C(F)(F)F)cc4)cccc3C(=O)N([C@@H](C)CO)C[C@H]2C)cc1 | nt | 1.1 | nt | 0.3 | -0.1 | nt | -26 | nt
COc1ccccc1S(=O)(=O)N[C@H]1CC[C@@H](CCn2cc(C3CCCCC3)nn2)O[C@H]1CO | 4 | 0.0 | 5 | -3.2 | 0.1 | -1 | -18 | -7
CC(=O)Nc1ccc(NC(=O)c2cc(C3CC3)nc3c2cnn3C(C)C)cc1 | -7 | nt | -5 | -3.9 | -0.1 | -8 | 4 | -7
N[C@@H](CCC(=O)N[C@@H](CSN=O)C(=O)NCC(=O)O)C(=O)O | -12 | 0.0 | 0 | -1.5 | 0.0 | 2 | nt | -17
O=C(COC(=O)c1cc(=O)[nH]c(=O)[nH]1)Nc1ccccc1F | 3 | -0.1 | 7 | -0.8 | -0.1 | -3 | 3 | -17
O=C(c1ccc(OCC2CCCO2)cc1)N1CCc2ccccc2C1 (configuration not stated) | -9 | 11 | 2 | -5.3 | 0.0 | 1 | -4 | -28
C[C@@H]1CN([C@H](C)CO)C(=O)c2cc(NS(=O)(=O)c3ccccc3)ccc2O[C@@H](C)CCCCO[C@H]1CN(C)C(=O)NC1CCCCC1 | -1 | -0.3 | -14 | 1.2 | 0.1 | -1 | -16 | -168
O=C(CN1CCOc2ccccc21)NCc1ccco1 | 5 | nt | -6 | 2.5 | -0.1 | -2 | 5 | -16
Cc1ccc(/C=C2/N=C(c3ccccc3)NNC2=O)cc1 | -4 | -0.2 | 9 | -1.5 | 0.0 | -3 | nt | -19
COc1ccc(-c2ccc([C@H]3[C@H](CO)N4C(=O)CN(C(=O)c5ccccn5)C[C@@H]34)cc2)cc1 | nt | -0.3 | 5 | -1.5 | 0.1 | 1 | 5 | -11
COc1cc([N+](=O)[O-])c(OC)cc1Nc1ccccc1C(=O)O | nt | -0.4 | -8 | -1.2 | 0.0 | 29 | -8 | -33
O=C(c1ccc2noc(-c3ccccc3)c2c1)N1CCN(c2ccccc2)CC1 | 5 | 0.5 | -8 | 2.6 | 0.1 | -2 | -1 | -17
Cc1ccc(C)c(NC(=O)C(c2ccccc2)N2CCOCC2)c1 (configuration not stated) | nt | nt | ? | -1.0 | -0.1 | -1 | 0 | -5
CC(C)NS(=O)(=O)c1ccc(OCC(=O)N2CCN(c3ccccc3)CC2)cc1 | 2 | -0.5 | 0 | -1.5 | 0.0 | 0 | -3 | -5
Cc1cccc(Cl)c1NC(=O)N1CCCN(c2ncccc2[N+](=O)[O-])CC1 | -5 | 0.0 | -1 | -2.8 | 0.2 | 14 | 10 | -19
C[C@@H]1CCCCO[C@H](CN(C)C(=O)C2CCCCC2)[C@@H](C)CN([C@H](C)CO)C(=O)c2cc(NC(=O)CCCCCC(=O)Nc3ccccc3N)ccc2O1 | 4 | -0.1 | 6 | -0.8 | 0.0 | 2 | -7 | 3
Cc1ccc(N=Nc2c(C)[nH]n(-c3ccccc3)c2=O)cc1 | nt | nt | -1 | 1.0 | 0.0 | -1 | -11 | -11
COC(=O)c1ccc(COc2ncnc3sccc23)cc1 | 4 | 3.8 | nt | 2.7 | 0.0 | 1 | 28 | -21
Cc1ccc(S(=O)(=O)Nc2ccc3c(c2)CC(=O)N([C@@H](C)CO)C[C@H](C)[C@@H](CN(C)C(=O)Nc2ccc4c(c2)OCO4)O3)cc1 | -2 | 0.0 | 3 | 0.1 | -0.5 | 0 | 3 | -9
COc1ccc(CN(C)C[C@@H]2Oc3c(NC(=O)NC(C)C)cccc3C(=O)N([C@H](C)CO)C[C@@H]2C)cc1 | 5 | -3.3 | ? | 4.2 | -0.2 | 2 | 4 | 3
COc1ccc(NC(=O)Nc2ccc3c(c2)[C@@H]2C[C@@H](CC(=O)NCC(F)(F)F)O[C@@H](CO)[C@@H]2O3)cc1 | -2 | 1.0 | -6 | 1.0 | 0.0 | 5 | 8 | -1
C[C@H](CO)N1C[C@H](C)[C@H](CN(C)C(=O)Nc2ccc3c(c2)OCO3)Oc2ccc(NC(=O)CCCCCC(=O)Nc3ccccc3N)cc2CC1=O | -2 | 392* | 3 | -1.3 | 0.0 | 0 | 6 | -12
Cc1cc(C(=O)Nc2ccc3c(c2)C(=O)N(C)[C@@H]2CC[C@@H](CC(=O)N[C@H](C)c4ccccc4)O[C@H]2CO3)no1 | 1 | -0.1 | 1 | 3.0 | 0.1 | 2 | 1 | -19
CC(C)C(=O)Nc1ccc2c(c1)C(=O)N(C)[C@@H]1CC[C@H](CC(=O)NCc3ccccc3)O[C@@H]1CO2 | 7 | 0.0 | 3 | -1.3 | -0.1 | -3 | -16 | 14
COCCNC(=O)C[C@H]1CC[C@H]2[C@@H](COC[C@@H](O)CN2C(=O)Nc2ccccc2OC)O1 | -1 | -0.2 | -1 | -0.7 | 0.2 | -1 | 1 | -11
CCCN1C2CCCC1CC(NC(=O)c1ccc(OC)cc1)C2 (configuration not stated) | 7 | nt | 4 | 3.6 | 0.0 | 1 | -3 | -6
Cc1ccc(/C=N/NC(=O)CSc2nnc(-c3ccccc3)n2-c2ccc(Cl)cc2)o1 | nt | -1.5 | 1 | nt | 0.0 | 1 | -15 | -2
Cc1noc(C)c1S(=O)(=O)N(C)C[C@@H]1OCCCC[C@@H](C)Oc2ccc(NC(=O)Nc3cccc4ccccc34)cc2C(=O)N([C@H](C)CO)C[C@H]1C | 5 | 1.5 | 4 | -0.1 | 0.0 | -1 | 5 | -22
C[C@@H]1CN([C@H](C)CO)C(=O)c2cc(NC(=O)CCC(F)(F)F)ccc2O[C@H]1CN(C)Cc1ccc(Cl)c(Cl)c1 | -7 | -0.5 | 2 | 2.3 | 0.1 | 2 | -45 | 15
CCOC(=O)CSc1n[nH]c(-c2ccco2)n1 | 0 | nt | -4 | 2.8 | 0.2 | 0 | -1 | -6
COc1cc(NS(=O)(=O)c2ccc(NC(=S)NC(=O)c3ccco3)cc2)nc(OC)n1 | -13 | 2.6 | -5 | -0.4 | 0.0 | 1 | 21 | -15
Cc1c(Cl)cccc1NC(=S)NC(=O)c1ccccc1 | 1 | -0.4 | 1 | 4.9 | 0.6 | 2 | -29 | -15
CCCCCCC1CC(=CN(C)C)C(=O)O1 (configuration not stated) | -10 | -0.3 | 17 | -2.8 | 0.1 | 3 | -21 | -11
Cn1ccnc1CC(O)(c1ccccc1)c1ccccc1 | -4 | nt | -2 | -1.7 | 0.0 | 0 | 25 | -4
O=C(NCc1ccccc1Cl)C1CCCN(S(=O)(=O)c2cnc[nH]2)C1 (configuration not stated) | -9 | nt | 0 | 0.2 | 0.3 | 0 | -2 | -11
C/C=C/c1ccc([C@@H]2[C@@H](CO)N(C(=O)CN(C)C)C23CN(C(=O)C2CCC2)C3)cc1 | nt | 0.1 | -2 | 0.8 | 0.3 | -4 | 3 | -10
CO[C@@H]1CN(C)C(=O)c2ccc(NC(C)=O)cc2OC[C@H](C)N(C(=O)c2ccccn2)C[C@H]1C | 6 | -0.1 | 2 | 2.3 | 0.1 | 4 | 1 | -6
COc1ccc(-c2cnc3c(c2)C(=O)N([C@H](C)CO)C[C@@H](C)[C@H](CN(C)C(=O)Cc2ccccc2)O3)cc1 | -1 | 1.1 | -4 | -1.0 | -1.2 | 2 | -21 | 12

Just DENV2 CPE, CFTR F508del cor and E-sel inducer, for some of the entries so far:
structure | DENV2 CPE | CFTR F508del cor | E-sel inducer
COc1ccc(-c2ccc([C@H]3[C@H](CO)N4C(=O)CN(C(=O)c5ccccn5)C[C@@H]34)cc2)cc1 | 5 | -1.5 | -0.3
COc1cc([N+](=O)[O-])c(OC)cc1Nc1ccccc1C(=O)O | -8 | -1.2 | -0.4
O=C(c1ccc2noc(-c3ccccc3)c2c1)N1CCN(c2ccccc2)CC1 | -8 | 2.6 | 0.5

Other structures.
compound | RAD54 inh | E-sel inducer | DENV2 CPE | CFTR F508del cor | XiGFP reactiv | Casp6 inh | INS-1E GSIS act | RAD52 anneal inh
C[C@@H]1CN([C@@H](C)CO)C(=O)c2cccc(NC(=O)C3CC3)c2O[C@@H]1CN(C)C(=O)NC1CCCCC1 | -39 | -0.3 | -1 | -0.1 | -1.1 | 2 | 12 | 13
Cc1noc(C)c1NC(=O)N[C@H]1CC[C@H](CC(=O)NCc2ccc(Cl)c(Cl)c2)O[C@@H]1CO | 3 | 0.2 | 0 | -3.0 | 0.0 | -1 | 0 | -3
CNS(=O)(=O)c1cc(C(=O)OCC(=O)NC2CCCc3ccccc32)ccc1Cl (configuration not stated) | -2 | nt | 1 | 0.7 | 0.0 | 0 | -9 | -7
O=C(NC(Cc1ccccc1)C(=O)O)OCC1c2ccccc2-c2ccccc21 (configuration not stated) | -21 | -0.2 | 15 | -1.8 | 0.1 | 3 | -10 | -17
NC(=O)[C@@H]1CCCNc2c(F)cc([N+](=O)[O-])cc2C(=O)N[C@@H](CCC(=O)O)C(=O)N[C@@H](CO)C(=O)N1 | -8 | -0.4 | -5 | 0.7 | 0.2 | 7 | -1 | -4
COc1ccc(NC(=O)C(=O)c2cn(CC(=O)N3CCOCC3)c3ccccc23)cc1OC | 0 | -0.3 | 13 | 2.1 | 0.0 | 2 | -9 | -7
COc1ccc2c3c(n(C)c2c1)[C@@H](CO)N(C(=O)c1ccccn1)CC31CCN(C(=O)c2ccccn2)CC1 | nt | 1.0 | 1 | 1.7 | 0.4 | -2 | 8 | 2
COc1ccc(CC2NCCC3=CC(=O)CCC32)cc1O (configuration not stated) | 1 | 0.1 | -5 | 1.9 | 0.0 | -1 | nt | -13
COc1ccc(CNC(=O)O[C@H]2CN(C(=O)OC(C)C)N(C(=O)OC(C)C)[C@@H]3CN(S(=O)(=O)c4ccc(C)cc4)C[C@]23O)cc1OC | -9 | -0.1 | -1 | -5.9 | -0.1 | 1 | -34 | -6
CCOc1ccc(-c2noc(CCCC(=O)NC3CCCCC3)n2)cc1OC | 1 | -0.1 | 4 | -2.8 | 0.0 | 0 | -6 | -12

Reformatted with two lines to a compound: part of the list above.
Below each SMILES – RAD54 inh | E-sel inducer | DENV2 CPE | CFTR F508del cor | XiGFP reactiv | Casp6 inh | INS-1E GSIS act | RAD52 anneal inh
> Cc1ccc(N=Nc2c(C)[nH]n(-c3ccccc3)c2=O)cc1
→ nt | nt | -1 | 1.0 | 0.0 | -1 | -11 | -11
> COC(=O)c1ccc(COc2ncnc3sccc23)cc1
→ 4 | 3.8 | nt | 2.7 | 0.0 | 1 | 28 | -21
